# From PubChem BioAssay
# AI-2 QS mod: Vibrio harveyi AI-2 quorum sensing modulators, primary screen, JMH597 strain, luminescence/OD600 ratio; Vibrio harveyi JMH597 AI-2 luminescence/OD600 ratio, 9 h; active compounds read low; strain lacks LuxN and CqsS sensors; 0 = neutral-control median; activity change, % at 7.5 µM; hit rate 0.4% among 300,000; in the data active means activity change below about -75%, passing the limit was not always enough;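 further: luminescence divided by OD600 gain over 9 h not by final OD600 alone; inactives centre near 13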
# TRPC6 inhibitor: mouse TRPC6 channel inhibitors, primary screen, cell-based, HEK293, membrane potential dye; ACh-evoked depolarization; active compounds read low; B-score at 10 µM; hit rate 1.1% among 310,000; AID 2553, 2010;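 active means B-score under library mean minus 3 SD, initial fluorescence not abnormally high, positive integrated signal ratio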;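 further: B-score derived from integrated fluorescence ratio over the kinetic read; more negative B-score means stronger inhibition of depolarization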
# Target sequence (Q61143 whole entry, looked up): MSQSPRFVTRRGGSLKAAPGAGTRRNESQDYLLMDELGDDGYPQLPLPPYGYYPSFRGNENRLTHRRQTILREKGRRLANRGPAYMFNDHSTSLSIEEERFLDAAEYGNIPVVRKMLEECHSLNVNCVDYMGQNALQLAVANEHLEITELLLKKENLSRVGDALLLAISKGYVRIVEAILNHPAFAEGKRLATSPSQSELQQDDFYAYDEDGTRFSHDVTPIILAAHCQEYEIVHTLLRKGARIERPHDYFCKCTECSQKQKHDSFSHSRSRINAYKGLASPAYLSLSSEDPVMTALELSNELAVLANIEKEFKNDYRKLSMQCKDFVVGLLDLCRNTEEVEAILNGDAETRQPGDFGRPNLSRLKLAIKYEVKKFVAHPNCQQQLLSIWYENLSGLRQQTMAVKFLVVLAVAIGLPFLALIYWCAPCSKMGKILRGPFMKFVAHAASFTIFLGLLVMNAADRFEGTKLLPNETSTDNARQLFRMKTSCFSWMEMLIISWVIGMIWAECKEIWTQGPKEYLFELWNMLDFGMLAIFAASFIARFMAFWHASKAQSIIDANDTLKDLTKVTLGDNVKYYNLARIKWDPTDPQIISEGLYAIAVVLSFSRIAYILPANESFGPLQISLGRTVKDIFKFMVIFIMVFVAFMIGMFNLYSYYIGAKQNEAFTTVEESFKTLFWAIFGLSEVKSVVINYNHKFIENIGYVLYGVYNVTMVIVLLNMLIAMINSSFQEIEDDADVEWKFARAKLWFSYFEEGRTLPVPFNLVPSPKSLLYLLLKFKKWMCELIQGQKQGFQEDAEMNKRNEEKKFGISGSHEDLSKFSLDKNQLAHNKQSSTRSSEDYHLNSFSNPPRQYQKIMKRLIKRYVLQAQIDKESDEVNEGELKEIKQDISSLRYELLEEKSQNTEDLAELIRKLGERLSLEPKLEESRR
# HIF activator: HIF pathway transcriptional activators, primary screen, cell-based, U2OS HRE-luciferase, luminescence | U2OS HRE-luciferase reporter; normalized: DMSO 0%, desferrioxamine 100% | activation, % at 7.5 µM (by protocol) | hit rate 0.32% among 300,000 | AID 1910, 2009;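 active means mean activation of at least 10% of the iron chelator positive control signal, with at least half of replicates also reaching 10%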
# TRPC4 potent: positive allosteric modulators of TRPC4, primary screen, cell-based, mouse TRPC4beta, HEK293 mu-opioid, Fluo-4 calcium. hit rate 0.42% among 310,000. DAMGO EC20, Fluo-4 Ca2+ flux; active compounds read high. AID 2227, 2009. B-score at 10 µM. Short transient receptor potential channel 4 (Mus musculus), Q9QUQ5;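 active means B-score of calcium response area above 5 SD of library B-scores, with initial fluorescence ratio within 5 SD of library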;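 further: B-score of integrated fluorescence ratio over time as area under calcium response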
# MrgX1 antagonist: antagonists of human MrgX1 receptor, primary screen, HEK293 cells, Fluo-4 calcium flux | BAM8-22 antagonism; active compounds read low | B-score at 10 µM | hit rate 1.3% among 310,000;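 active means calcium-response B-score plate-corrected more than 3 library SD below zero, starting fluorescence within 5 deviations, no agonist response on first addition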;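 further: peak minus trough fluorescence over baseline after final BAM8-22 challenge near maximal dose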
# TRPC4 act: activators of mouse TRPC4 channel, primary screen, Fluo4 calcium, HEK293 TRPC4beta/mu-opioid cells | Short transient receptor potential channel 4 (Mus musculus), Q9QUQ5 | Fluo4 calcium fluorescence; active compounds read high | B-score at 10 µM | hit rate 0.49% among 310,000 | AID 2237, 2010;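 active means B-score above 5 SD of library B-scores, and initial fluorescence ratio not above library mean plus 5 SD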;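 further: positive B-score marks a calcium rise read as TRPC4 activation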
#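 Material: TRPC4beta and mu-opioid receptor HEK293 stable cells | Incubation: 45 min room-temperature Fluo4 loading, 110 s read | Detection: Kinetic Fluo4 calcium fluorescence | Measure: Integrated baseline-normalised fluorescence ratio, converted to per-well B score | Benchmarks: Low control buffer alone, high control maximal DAMGO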
# MrgX1 allo act: positive allosteric modulators of MrgX1, primary screen, HEK293 cells, Fluo-4 calcium flux; Mas-related G-protein coupled receptor member X1 (Homo sapiens), Q96LB2; FDSS; active compounds read high; B-score at 10 µM; hit rate 0.63% among 310,000;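 active means plate-corrected calcium response at least 3 library SD above typical, normal starting fluorescence, not activating the receptor alone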;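 further: compound read alongside a low EC10 to EC30 dose of BAM8-22 agonist; peak minus trough fluorescence over baseline measured at the second addition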
# PolyA inh: polyadenylation inhibitors in yeast reporter cells, primary screen, luminescence, S. cerevisiae; S. cerevisiae SKY197-pL101 polyadenylation reporter, beta-gal luminescence; efflux-impaired pdr1/pdr3 knockout yeast; score 100 = 6 SD above DMSO; calls only at 12 µM; hit rate 0.02% among 300,000;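 active means lowest replicate activity score at least 50, where 100 means six control SD above control mean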;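 further: yeast exposed to compound for 9 h at 30 °C; higher score means more reporter readthrough which indicates perturbed polyadenylation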
# TRPC6 act: mouse TRPC6 channel activators, primary screen, cell-based, HEK293, membrane potential dye; Short transient receptor potential channel 6 (Mus musculus), Q61143; HEK293-TRPC6 membrane potential dye fluorescence; active compounds read high; B-score at 10 µM; hit rate 0.13% among 310,000;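 active means B-score of the integrated fluorescence ratio above library mean plus 3 SD, and starting fluorescence ratio within library mean plus 5 SD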;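 further: higher score means more depolarization so channel activation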
# MrgX1 agonist: agonists of human MrgX1 receptor, primary screen, HEK293 cells, Fluo-4 calcium flux | hit rate 0.44% among 310,000 | Fluo-4 calcium fluorescence, agonist mode; active compounds read high | B-score at 10 µM | Mas-related G-protein coupled receptor member X1 (Homo sapiens), Q96LB2 | AID 588627, 2011;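 active means calcium response B-score plate-corrected fluorescence ratio at least 3 library SD, with starting fluorescence B-score inside 5 SD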
#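 Assay system: MrgX1-expressing HEK293 cells / Amount: fifteen thousand cells per well / Doses: test compound in the initial addition of three / Timing: cells plated overnight, dye loaded 0.5 h 37 °C, 0.5 h room temperature / Technique: kinetic calcium dye fluorescence, Fluo-4 NW / Control set: positive and negative controls per plate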
# TRPC4 block: inhibitors of mouse TRPC4 channel, primary screen, Fluo4 calcium, HEK293 TRPC4beta/mu-opioid cells; DAMGO-evoked Fluo4 calcium flux; active compounds read low; B-score at 10 µM; AID 2247, 2010; hit rate 0.39% among 300,000; Short transient receptor potential channel 4 (Mus musculus), Q9QUQ5;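 active means B-score over 3 SD under the library average, no early fluorescence shift, positive overall ratio signal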
#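 Signal: kinetic Fluo4 fluorescence imaging of calcium influx. Material: stable TRPC4beta/mu-opioid receptor HEK293 cells. Probe or stimulus: DAMGO in two steps, submaximal then maximal.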
# * hit, by the source's call; i = inactive; x = not tested or not shown. These rows are one share of the data; count on the stated rates, not on these rows.
SMILES,AI-2 QS mod,TRPC6 inhibitor,HIF activator,TRPC4 potent,MrgX1 antagonist,TRPC4 act,MrgX1 allo act,PolyA inh,TRPC6 act,MrgX1 agonist,TRPC4 block
CN(C)CCCN1C(=O)C(O)=C(C(=O)c2cccs2)C1c1cccc([N+](=O)[O-])c1 (stereo not drawn),9.2,i,-0.4,i,i,i,6.55*,i,i,i,i
Cn1nc(NC(=O)C(C)(C)C)c2c(F)cccc21,16.5,i,0.4,i,i,i,i,i,i,i,i
CCCC(C(=O)NC1CCCC1)N(Cc1ccccc1Cl)C(=O)c1snc(C(N)=O)c1N (stereo not drawn),18.3,i,-0.6,i,i,i,i,i,i,i,i
CC(C(=O)NCCN1CCOCC1)(c1ccccc1)c1ccccc1,12.6,i,-0.3,i,i,i,i,i,i,i,i
O=[N+]([O-])c1cccc(/C=N/n2cnnc2)c1,9.1,i,0.0,i,i,i,i,i,i,i,i
O=C(c1ccccn1)c1cc2ccccc2n1S(=O)(=O)c1ccccc1,5.6,i,0.6,i,i,i,i,i,i,i,i
O=C(COC(=O)C1CCCCC1)Nc1cc([N+](=O)[O-])ccc1F,9.3,i,0.2,i,i,i,i,i,i,i,i
O=C(c1ccco1)N1CCN(Cc2cc(=O)c(OCc3ccccc3)co2)CC1,10.4,i,-0.3,i,-5.26*,i,i,i,i,i,i
O=C1C2C3c4ccccc4C(c4ccccc43)C2C(=O)N1CN1CCOCC1 (stereo not drawn),20.7,i,-0.8,i,i,i,i,i,i,i,i
Cc1nc2nc(C)c(NS(=O)(=O)c3ccc(Cl)s3)c(=O)n2[nH]1,x,i,-2.0,i,i,i,i,i,i,i,i
CC(c1nnc(SCC(=O)Nc2ccc3[nH]c(=O)[nH]c3c2)n1Cc1ccccc1)N(C)C (stereo not drawn),29.3,i,-0.6,i,i,i,i,i,i,i,i
CCCCN(C)C(=O)CCC(=O)NNc1nc2ccccc2c2nc(C)nn12,9.2,i,0.0,i,i,i,i,i,i,i,i
COC(=O)c1cn(CC(=O)N2C(C)CCCC2C)c2ccccc12 (stereo not drawn),35.3,i,-0.3,i,i,i,i,i,i,i,i
CCOC(=O)Cc1csc(NC(=O)c2cc(C)cc(C)c2)n1,11.3,i,0.1,i,i,i,i,i,i,i,i
O=S(=O)(N/N=C/c1ccc(N2CCOCC2)cc1)c1ccc(Br)cc1,21.6,i,-1.1,i,i,i,i,i,i,i,i
C=CCSC(CC)(CC)C(N)=O,7.7,i,-0.8,i,i,i,i,i,i,i,i
CC(C)COc1ccc(C(=O)Nc2ncn[nH]2)cc1,22.5,i,-12.6,i,i,i,i,i,i,i,i
OCCC1CN(Cc2ccccc2-c2ccco2)CCN1Cc1ccsc1 (stereo not drawn),24.5,i,-0.1,i,i,44*,i,i,i,i,i
COc1ccc(/C=C/C(=O)c2cc(F)ccc2OC(=O)c2ccccc2OC)cc1OC,16.3,i,4.8,i,x,i,x,i,i,x,i
CC(C)c1cc(C(=O)Nc2ccc3c(c2)OCO3)no1,-32.5,i,3.0,i,i,i,i,i,i,i,i
CCOC(=O)N1CCN(Cc2ccc(O)c3ncccc23)CC1,30.7,i,0.3,i,i,i,i,i,i,i,i
CC(=O)N1CCCc2cc(S(=O)(=O)N3CCN(C4CCCCC4)CC3)ccc21,20.9,i,-0.1,i,i,57*,i,i,i,i,i
COc1ccccc1Nc1cc(C)nc2c(C)ccc([N+](=O)[O-])c12,5.6,i,0.1,i,i,i,i,i,i,i,i
COCCn1c(SCC(=O)NC2CCCCC2)nnc1-c1ccncc1,2.9,i,-0.5,i,i,i,i,i,i,i,i
Cc1ccc2c(c1)/C(=N/N1C(=O)c3ccccc3C1=O)C(=O)N2,6.9,i,-0.2,i,i,i,i,i,i,i,i
COc1ccc(CCn2c(=O)[nH]c3cc(C(=O)N4CCN(c5ccccn5)CC4)ccc3c2=O)cc1OC,17.2,i,-0.1,i,i,i,i,i,i,i,i
CCN(CC)CCNC(=O)c1ccc(NC(=O)c2ccc(F)cc2)cc1,9.7,i,0.0,i,i,i,i,i,i,i,i
COc1ccc(-c2cc(C(=O)OC(C)C(=O)Nc3c(C)n(C)n(-c4ccccc4)c3=O)c3ccccc3n2)cc1 (stereo not drawn),8.7,i,0.5,i,i,i,i,i,i,i,i
COc1ccc(-c2cc(C(F)(F)F)nc(S(C)(=O)=O)n2)cc1OC,17.6,i,18.9*,i,i,i,8.21*,i,i,i,i
COc1cc2ccccc2cc1C(=O)N1CCN(c2ccccn2)CC1,7.2,i,0.9,i,i,i,i,i,i,i,i
O=C(CN1CCN(c2cccc(Cl)c2)CC1)Nc1nccs1,6.6,i,-0.6,i,i,i,i,i,i,i,i
COc1cc(CN2CCNC(=O)C2CC(=O)N(C)Cc2ncc[nH]2)cc(OC)c1 (stereo not drawn),10.1,i,-0.4,i,i,i,i,i,i,i,i
CC(=O)N1c2ccc(S(=O)(=O)N3CCC(C(=O)Nc4cccc(Cl)c4)CC3)cc2CC1C (stereo not drawn),5.9,i,0.0,i,i,i,i,i,i,i,i
Cc1cc(NC(=O)C2CCCCC2C(=O)O)no1 (stereo not drawn),18.0,i,-0.6,i,i,i,i,i,i,i,i
Cc1ccc(C(=O)N/N=C\c2cccc(OC(=O)c3cccc(F)c3)c2)cn1,10.7,i,1.2,i,i,i,i,i,i,i,i
O=c1[nH]c(/C=C\c2cccs2)nc(O)c1[N+](=O)[O-],2.9,i,-0.2,i,i,i,i,i,i,i,i
CC1CN(C(=O)c2ccccc2Sc2ccccc2C#N)CC(C)O1 (stereo not drawn),-10.8,i,0.3,i,i,i,i,i,i,i,i
CCc1ccc(C(=O)/C=C/Nc2ccc(S(=O)(=O)Nc3cnc4ccccc4n3)cc2)cc1,17.0,i,-0.2,i,i,i,i,i,i,i,i
Cc1cc(Cl)c(S(=O)(=O)Nc2ccc(Cl)cn2)cc1OCC(N)=O,22.8,i,-1.9,i,i,i,i,i,i,i,i
CC1CC(C)(C)N(C(=O)CN2C(=O)CCC2=O)c2ccccc21 (stereo not drawn),-0.1,i,-0.3,i,i,i,i,i,i,i,i
COc1nc(Nc2nc3ccccc3c(=O)[nH]2)nc2ccc(C)cc12,23.4,i,-0.4,i,i,i,i,i,i,i,i
COc1ccc(N2CCN(c3ccc(C(N)=O)cc3[N+](=O)[O-])CC2)cc1,25.9,i,0.5,i,i,i,i,i,i,i,i
Cc1cc(C)c(C#N)c(SCC(=O)N2CCN(Cc3ccccc3)CC2)n1,5.3,i,x,i,i,i,i,i,i,i,i
COc1ccc(CN2CCN(C(=O)c3ccc4nc(N5CCOCC5)sc4c3)CC2)c(OC)c1OC,-1.5,i,0.3,i,i,i,i,i,i,i,i
CCc1cc2c3c(c(=O)oc2cc1OC)CCCC3,-7.3,i,1.3,i,i,i,i,i,i,i,i
COc1ccc(CN(C)Cc2nc(Cc3ccccc3Cl)no2)cc1OC,14.3,i,-0.5,i,i,i,i,i,i,i,i
O=C(CSc1nnc(-c2ccc(O)cc2)o1)NNC(=O)c1ccncc1,35.1,i,0.7,i,i,i,i,i,i,i,i
O=C(CCCSc1nc2ccccc2[nH]1)NCc1ccc(Cl)cc1,9.0,i,-0.4,i,i,i,i,i,i,i,i
CCOc1ccc(NC(=O)[C@H](Cc2ccccc2)NC(=O)C2CCNCC2)cc1,25.0,i,-0.5,i,i,i,i,i,i,i,i
COc1cc(O)c(C(CCN2CCOCC2)c2ccc(N(C)C)cc2)c(OC)c1 (stereo not drawn),-3.2,i,-0.2,i,i,i,i,i,i,i,i
CCOC(=O)C1CCN(c2c(Nc3cc(C)cc(C)c3)c(=O)c2=O)CC1,42.5,i,2.1,i,i,i,i,i,i,i,i
CC(/C=N/NC(=O)c1cc(-c2ccc3ccccc3c2)n[nH]1)=C\c1ccco1,13.8,i,2.2,i,i,i,i,i,i,i,i
COc1ccc2[nH]c(=O)c(CN(Cc3ccco3)Cc3nnnn3Cc3ccccc3)cc2c1,13.4,i,-0.4,i,i,i,i,i,i,i,i
Cc1cccc(NC(=O)CCc2c(C)nn(-c3ccc(N4CCOCC4)nn3)c2C)c1,24.4,i,-0.1,i,i,i,i,i,i,i,i
O=C(COC(=O)/C(=C/c1cccs1)c1cccs1)NCc1ccccc1Cl,13.0,i,-0.1,i,i,i,i,i,i,i,i
COc1ccc(-n2c(N)cc(=O)nc2SCC(=O)N2CCN(c3ccccc3)CC2)cc1,11.8,i,0.2,i,i,i,i,i,i,i,i
COc1ccc(C(C(=O)NC2CCCCC2)N(C(=O)c2csnn2)C2CC2)cc1 (stereo not drawn),13.5,i,0.9,i,i,i,i,i,i,i,i
Cc1ccc(-n2nc3c(SCCN4CCOCC4)nnc(C)c3c2C)cc1,-7.4,i,0.4,i,i,i,i,i,i,i,i
COc1ccc(Br)cc1/C=C/C(=O)NC(=S)Nc1ccc(CN2CCOCC2)cc1,22.4,i,0.1,i,i,i,i,i,i,i,i
COCc1ccc(O)c2ncccc12,7.6,i,1.0,i,i,i,i,i,i,i,i
C/C=C/C(=O)OCC(=O)Nc1c(Cl)cccc1Cl,8.4,i,-0.6,i,i,i,i,i,i,i,i
COc1cc(/C=C2\SC(N)=NC2=O)cc(OC)c1,14.7,i,0.8,i,i,i,i,i,i,i,i
